# Screening data from PubChem.
# NPY2 pot ag – potentiators or agonists of human neuropeptide Y receptor Y2 | P49146 | cells expressing NPY-Y2, potentiator/agonist read-out | activation, % at 3.6 µM | hit rate 0.45% among 220,000; in the data active = activation above about 27%;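 note: cells stimulated with NPY near EC25 plus isoproterenol at EC100; 0% = vehicle plus submaximal agonist and 100% = vehicle plus saturating agonist; some results beyond the cut were filed as inactive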
# S1P4 antag – antagonists of human S1P4 receptor; S1P4-expressing cells, antagonist mode, reporter read-out; inhibition, % at 4.98 µM; hit rate 0.26% among 220,000; in the data active = inhibition above about 29%;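 note: 0% = wells stimulated with agonist and 100% = vehicle wells without agonist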
# Target sequence (O95977 whole entry, looked up): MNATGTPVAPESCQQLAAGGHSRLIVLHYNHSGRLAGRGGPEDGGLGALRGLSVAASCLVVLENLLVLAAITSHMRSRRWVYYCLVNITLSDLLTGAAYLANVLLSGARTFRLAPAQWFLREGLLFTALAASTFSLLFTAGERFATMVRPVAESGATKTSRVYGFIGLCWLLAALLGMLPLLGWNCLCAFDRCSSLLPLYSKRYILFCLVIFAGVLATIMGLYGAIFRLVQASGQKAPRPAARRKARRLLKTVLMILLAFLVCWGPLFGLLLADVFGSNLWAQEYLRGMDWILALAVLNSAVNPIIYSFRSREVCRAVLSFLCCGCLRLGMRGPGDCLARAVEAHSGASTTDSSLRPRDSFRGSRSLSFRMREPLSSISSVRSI
# Ba/F3 V617F tox – reduce viability of Ba/F3 cells dependent on JAK2V617F | Ba/F3 EpoR-JAK2V617F viability, ATP luminescence | inhibition, % at 5.6 µM | hit rate 1.1% among 220,000 | AID 1446;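 active = inhibition above the campaign mean plus 3 SD over all tested compounds, cut at about 24% in these data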;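 note: cytokine-independent growth of Ba/F3 cells driven by EpoR plus mutant JAK2; 0% = DMSO-treated cells and 100% = JAK inhibitor I control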
# S1P4 agonist – agonists of human S1P4 receptor; hit rate 0.35% among 220,000; S1P4-expressing cell line, agonist reporter assay; activation, % at 4.98 µM; O95977; in the data active = activation above about 11%;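 note: 0% = DMSO vehicle and 100% = reference agonist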
# BaF3 parental – parental Ba/F3 viability inhibition as JAK2V617F counter-screen | CellTiter-Glo ATP luminescence | inhibition, % at 5.6 µM | hit rate 1.1% among 220,000;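 active = inhibition above a per-campaign cutoff, the mean inhibition of all tested compounds plus 3 SD, cut at about 27% in these data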;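 note: 0% = DMSO wells and 100% = JAK Inhibitor I control wells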
# p47phox inh – blocks human p47phox regulatory protein of NADPH oxidases; inhibition, % at 24.7 µM; AID 1274; P14598; hit rate 0.53% among 220,000; p47phox/p22phox peptide binding, fluorescence polarization, 2 h;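 active = inhibition above about 30%, limit read from the data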;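 note: 0% = p47phox with labelled peptide and 100% = labelled peptide alone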
# CHOP inhibitor – blocks CHOP induction under ER stress | hit rate 3.8% among 220,000 | inhibition, % at 10 µM | AID 2732 | CHO-K1 CHOP-promoter luciferase, tunicamycin-induced, 15-18 h;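 active = compounds that reduced the stress-induced luciferase reporter signal by more than about 70% of percent inhibition, limit read from the data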;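 note: 0% = tunicamycin plus vehicle and 100% = wells without tunicamycin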
# NPY-Y1 PAM-ag – human NPY-Y1 potentiation or agonism, primary screen | P25929 | NPY-Y1 expressing cells, potentiator/agonist activation | activation, % at 3.6 µM | hit rate 0.37% among 220,000 | AID 1304; in the data active = activation above about 33%, passing the limit was not always enough;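 note: cells stimulated with NPY at EC10 then isoproterenol at EC100; 0% = low agonist plus stimulus and 100% = saturating agonist plus stimulus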
# Target sequence (P25929 whole entry, looked up): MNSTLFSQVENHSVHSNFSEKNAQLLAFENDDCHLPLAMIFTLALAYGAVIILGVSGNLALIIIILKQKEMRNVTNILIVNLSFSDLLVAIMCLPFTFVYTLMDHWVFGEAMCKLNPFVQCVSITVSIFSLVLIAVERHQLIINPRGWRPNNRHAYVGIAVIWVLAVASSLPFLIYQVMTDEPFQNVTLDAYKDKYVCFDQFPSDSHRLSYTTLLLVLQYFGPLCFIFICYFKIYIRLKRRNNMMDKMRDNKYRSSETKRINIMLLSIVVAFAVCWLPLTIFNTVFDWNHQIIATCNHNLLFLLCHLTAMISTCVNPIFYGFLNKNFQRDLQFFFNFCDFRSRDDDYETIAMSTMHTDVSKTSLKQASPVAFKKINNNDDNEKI
# NPY Y1 blocker – NPY-Y1 (human) receptor antagonism; HEK293-CNG Y1 cells, membrane potential fluorescence; NPY at EC95, then isoproterenol; hit rate 1% among 200,000; AID 1040; inhibition, % at 3.6 µM;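 active = inhibition above the campaign mean inhibition of all tested compounds plus 3 SD, cut at about 20% in these data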;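 note: 0% = DMSO wells given NPY plus isoproterenol and 100% = isoproterenol alone without NPY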
#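 Assay system: HEK293 cells with Y1 receptor plus CNG channel | Probe or stimulus: NPY (25 nM), isoproterenol (1 µM), Ro 20-1724 (25 µM) | Timing: Compound incubation 1 h at room temperature, readout 45 min post-stimulation | Measured by: Membrane-potential fluorescent dye readout | Benchmarks: High control isoproterenol alone, low control NPY with isoproterenol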
# * = called active by the depositor; nt = no result given. An unsorted share of the library, and some 7.1% of all compounds hit somewhere here.
SMILES,NPY2 pot ag,S1P4 antag,Ba/F3 V617F tox,S1P4 agonist,BaF3 parental,p47phox inh,CHOP inhibitor,NPY-Y1 PAM-ag,NPY Y1 blocker
CCOc1ccccc1N(CC(=O)NC1CCCCC1)C(=O)CNC(=O)c1ccco1,-7,-7,-2,0.4,0,-19,0,1,1
CCn1c(N2CCN(C(=O)C34CC5CC(CC(C5)C3)C4)CC2)nc2ccccc21,-10,4,-2,-1.5,4,-4,12,-56,16
Cc1ccc(C)c(NC(=O)Cn2nc(-c3ccccc3)nc2-c2ccccc2)c1,3,-1,4,3.7,3,11,87*,19,8
CC(C)Oc1ccc(Br)cc1/C=N\NC(N)=S,-4,-9,0,1.4,4,-13,17,-9,6
CN(C)CC(=O)Nc1ccc2cn[nH]c2c1,-2,-8,-1,2.7,2,-1,13,4,-1
CCOC(=O)c1ccccc1NC(=O)CSc1nc(N)cc(=O)[nH]1,7,13,0,0.1,-3,-4,-1,8,nt
O=C(C1=C[C@H](C2CC2)C[C@H](OCCCCO)O1)N1CCN(Cc2ccccc2)CC1,10,1,-4,-1.4,1,7,7,-15,-2
Cc1ccc(S(=O)(=O)N2C3C=CC(C3)C2C(=O)O)cc1 (centres undefined),6,4,-1,1.4,1,-12,6,-8,-2
Cc1ccc(SCCNC(=O)c2cccc([N+](=O)[O-])c2C)cc1,2,3,3,0.4,6,-5,23,14,3
CCNS(=O)(=O)c1ccc(CCC(=O)Nc2ccc(C(=O)OC)cc2)cc1,-1,1,-3,-1.8,-4,-3,16,4,-2
O=c1[nH]n(-c2ccc(Cl)cc2)c2ncccc12,-3,-22,1,0.9,8,-6,-24,-13,4
CN(c1ccccc1)S(=O)(=O)c1ccc(C(=O)N2CCc3ccccc3C2)cc1,7,-11,-5,0.0,1,-6,36,0,6
CC(=O)c1cccc(Nc2nc(-c3ccccc3)cs2)c1,9,5,-3,0.7,1,-7,6,7,-10
COc1ccc(/C=N/NC(=O)C2CCN(c3ncc(C(F)(F)F)cc3Cl)CC2)cc1,13,-6,-5,0.7,1,5,36,-7,4
CCc1ccc(-c2csc(NC(=O)C3CCCO3)c2C(=O)OC(C)C)cc1 (centres undefined),5,8,0,0.6,-3,-35,17,-37,-2
O=C(/C=C/c1ccc2c(c1)OCO2)NCCSCc1ccc(Cl)cc1,-16,-9,6,0.5,5,-3,21,-37,37*
COc1ccc2c(c1OC)C(=O)N1N=C(c3ccccc3)CC21 (centres undefined),-3,-3,-3,2.2,1,-2,-28,20,-2
Cc1ccc(C(=O)OCC(=O)NC(=O)c2cccn2C)cc1[N+](=O)[O-],-21,1,-3,1.0,-2,-21,4,-18,nt
CCC(=O)NCCc1cc2ccc(C)c(C)c2[nH]c1=O,-13,-5,3,-1.4,6,3,34,-4,0
N#Cc1cn(-c2ccccc2)nc1-c1ccco1,-14,-4,4,0.9,0,-32,35,-13,3
COC(=O)[C@@H](NC(=O)N1CCC(C)CC1)C(C)C,0,-3,-3,0.5,2,0,12,-3,nt
CC/C(C)=N/NC(=S)NCc1ccco1,-1,3,-1,0.0,3,-12,-7,-1,-4
C(/CCc1ccccc1)=N\n1cnnc1,1,-53,-4,-1.3,0,-1,0,0,-4
Cc1nc(-c2ccc(C(=O)O)cc2)cs1,-20,-10,2,2.3,1,-7,-8,-22,15

# Some entries already given, showing only S1P4 agonist.
canonical_smiles	S1P4 agonist
COc1ccc2c(c1OC)C(=O)N1N=C(c3ccccc3)CC21 (centres undefined)	2.2
Cc1ccc(C(=O)OCC(=O)NC(=O)c2cccn2C)cc1[N+](=O)[O-]	1.0
CCC(=O)NCCc1cc2ccc(C)c(C)c2[nH]c1=O	-1.4
N#Cc1cn(-c2ccccc2)nc1-c1ccco1	0.9

# (continued)
SMILES,NPY2 pot ag,S1P4 antag,Ba/F3 V617F tox,S1P4 agonist,BaF3 parental,p47phox inh,CHOP inhibitor,NPY-Y1 PAM-ag,NPY Y1 blocker
Cc1ccc(O)c(Sc2cc(C)ccc2O)c1,3,-23,-4,0.5,1,-7,-8,7,-2
CCN1CCN(c2cc3nc(C)n(Cc4ccccc4)c(=O)c3cc2NC(=O)c2ccccc2F)CC1,25,-11,8,0.4,13,-7,96*,27,-2
O=c1c2ccccc2nc(SCc2nc3ccccc3s2)n1Cc1ccco1,-14,0,3,-2.5,6,-25,60,-10,6
O=C(CSc1nc(-c2ccco2)cc(C(F)(F)F)n1)N1CCN(c2cccc(Cl)c2)CC1,-8,4,-5,-1.1,2,-31,14,-26,6
Cc1ccc(S(=O)(=O)N2CCN(c3nc(C)nc4sc5c(c34)CCC(C)C5)CC2)cc1 (centres undefined),7,1,2,-1.2,8,-10,53,6,3
CCOC(=O)C(=Cc1cc(=O)c(OC)co1)C(=O)OCC,6,-6,0,-0.2,0,-6,109*,-9,-1
O=c1oc2cc(O)ccc2c2c1CCCC2,-25,-39,-2,-0.4,2,-11,-5,-28,16
O=C(NC(=S)NCCN1CCOCC1)c1cccc(Cl)c1,0,0,0,0.1,4,-6,2,-18,-5
O=C(NC(=S)Nc1nc(-c2ccccc2)cs1)c1cccs1,3,-18,-1,-0.4,9,-15,74*,1,-1
CC(OC(=O)c1cc2sccc2n1C)C(=O)NCc1ccco1 (centres undefined),-8,-1,1,0.8,2,-16,18,-21,6
COc1ccccc1N1CCN(C(=S)NC(=O)/C=C/c2ccccc2)CC1,-2,9,1,-0.4,4,-6,-13,-18,nt
O=C(COc1ccc([N+](=O)[O-])cc1)Nc1ccc(C(=O)NCc2cccnc2)cc1,-4,1,10,0.2,1,-5,-5,17,-3
O=C(CCn1nc(-c2ccccc2)c2ccccc2c1=O)NN1CCOCC1,5,3,-2,-0.9,0,-11,-5,2,6
Cc1ccc(CSc2nnc(-c3cccnc3)o2)cc1,-17,-5,1,-0.7,3,-14,22,-7,2
COc1cc(/C=C2/NC(=O)NC2=O)cc(Br)c1OCc1ccc(C(=O)O)cc1,1,-21,-3,1.1,2,-19,-12,2,4
CCC1CCCCN1C(=O)c1ccccc1OC1CCN(S(C)(=O)=O)CC1 (centres undefined),-7,9,6,-2.9,3,-2,14,-21,1
Cc1cc(C)n(S(=O)(=O)Cc2ccccc2)n1,4,-6,4,1.7,7,-9,-26,-9,-7
COC(=O)c1cc2ccsc2n1CC(=O)Nc1cc(Cl)ccc1OC,-5,-6,0,1.3,3,-19,nt,-6,5
O=C1S/C(=C\c2ccc(O)c([N+](=O)[O-])c2)C(=O)N1c1ccccc1Cl,-17,6,1,0.6,7,-2,48,27,0
CCCCCNc1c(C(=O)OCC)c(=O)[nH]c2ccccc12,13,-30,0,-0.3,5,1,52,5,1
O=C(N/C(=C/c1cccnc1)C(=O)N1CCOCC1)c1ccccc1Cl,12,-7,2,2.2,-2,-3,-2,19,nt
CCC1(C)Cc2c(sc3nc(SCC(=O)c4ccccc4)[nH]c(=O)c23)CO1 (centres undefined),-14,15,-4,-0.2,2,-12,7,-28,nt
Cc1ccc(NC(=S)Nc2ccc(S(=O)(=O)Nc3ncccn3)cc2)cc1Cl,15,-10,-3,-0.5,-2,-12,14,11,nt
CCOCC(=O)Nc1nc2ccc(OCC)cc2s1,-26,6,0,0.6,4,-6,-11,12,1
CCCNS(=O)(=O)c1ccc2c(c1)n(C)c(=O)n2C,-10,-20,3,3.6,4,-3,-14,12,2
CCS(=O)(=O)N1N=C(c2cccc(NS(C)(=O)=O)c2)CC1c1ccc(C)cc1 (centres undefined),-4,-6,7,-0.1,10,-227,-12,-17,-7
Cc1cccc(C(=O)Nc2ccc(NC(=O)Cc3ccc(Cl)cc3)cc2)c1,-1,-14,-2,2.8,4,-28,12,-9,6
CCCSc1nc(=O)n2cc(C)ccc2n1,-16,-15,-2,0.7,3,4,3,-4,0
Cc1ccc(S(=O)(=O)N2CCN(C(=O)CN3CCCC3)C2)cc1,7,-12,-2,-2.6,1,-20,24,20,-3
Cc1cc(C)cc(N(C(=O)c2cccs2)C2C=CS(=O)(=O)C2)c1 (centres undefined),2,-3,-1,1.8,7,-14,-12,-4,4
CCn1c(-c2ccc(F)cc2)cnc1SCC(=O)N1CCCCC1C (centres undefined),9,-49,-4,-0.6,3,-7,37,-15,-1
CC(=O)NNc1ncnc2c1cnn2-c1ccccc1,5,-27,-2,0.2,6,-7,11,18,2
O=C(NC(=S)Nc1ccc2oc(=O)ccc2c1)c1ccccc1F,-19,-18,0,-0.8,-1,2,9,-14,nt
COC(C(=O)Nc1cccc([N+](=O)[O-])c1)c1ccccc1 (centres undefined),-1,-10,3,0.9,5,-5,-2,12,0
CCCCn1c(SCC(=O)N2CCC(C)CC2)nc2ccsc2c1=O,-19,-4,-1,0.2,4,-11,48,21,21*
Nc1c(C(=O)Nc2ccccc2)sc2nc(-c3ccco3)ccc12,-10,-19,-4,0.8,3,-14,-21,14,-3
Cc1ccc2cc(CN(Cc3ccco3)C(=S)NCC3CCCO3)c(=O)[nH]c2c1C (centres undefined),-4,-10,-3,1.1,4,-10,22,-9,0
O=C(NC1CCCC1)C(c1ccccc1)N(C(=O)c1ccco1)C1CCCC1 (centres undefined),-6,-4,0,-0.3,4,2,-10,-14,14
O=C(c1cnn2c(C(F)(F)F)cc(-c3cccs3)nc12)N1CCN(Cc2ccccc2)CC1,-7,-9,-2,1.3,3,3,70*,-10,7
CC(C)(C)n1nc2c(c1NC(=O)c1ccccc1F)CS(=O)C2 (centres undefined),7,5,-1,-2.7,5,-11,-5,-7,1
O=C(Nc1ccc(Cl)cn1)C1COc2ccccc2O1 (centres undefined),-17,-4,-1,-0.3,3,-2,-14,-14,-5
O=C(COC(=O)c1ccc(Cl)s1)c1ccc[nH]1,9,-16,1,0.8,6,-6,8,11,4
CC1Oc2ccccc2C=C1/C=C1/SC(N2CCOCC2)=NC1=O (centres undefined),9,-11,-3,0.5,3,-8,32,20,5
CCCCCCCCCSc1n[nH]c(N)n1,-8,11,5,-0.1,3,-20,13,-26,5
CCOc1ccc(OCC)c2sc(C)nc12,-12,-28,-4,-0.3,-2,59*,37,-20,-3
COC(=O)c1ccc(Sc2ccccc2NS(=O)(=O)c2ccc(C)cc2)nc1,-4,-7,2,-0.7,6,-2,-8,-13,2
Cc1ccc(COc2ccccc2-c2cc(C(=O)N/N=C/c3cccnc3)[nH]n2)cc1,0,-7,4,0.0,1,-10,22,9,nt
CS(=O)(=O)n1nc(OC(=O)c2cccs2)cc1N,-9,6,-1,0.4,2,3,7,5,0
COc1cc(/C=C2\SC(=Nc3cccnc3)NC2=O)cc(OC)c1OC,-16,5,-5,-1.3,4,-173,17,6,nt
COc1cccc(CC(=O)Nn2c(C)nc3ccccc3c2=O)c1,-5,-9,-4,-0.5,-1,-32,13,-33,13
COc1ccc(OC)c(NC(=O)C(CC(=O)O)NCc2ccco2)c1 (centres undefined),0,7,-3,-1.2,3,-5,2,-16,-2
Cc1cc(C)n(CC(O)COc2ccccc2)n1 (centres undefined),-1,0,5,0.3,2,8,-11,4,4
Cc1cccc(OCC(=O)Nc2ccccc2C(F)(F)F)c1,5,-17,4,0.1,10,-5,12,-8,2
O=C(CCC(=O)N1CCN(S(=O)(=O)c2ccc(Cl)cc2)CC1)Nc1ccc2ccccc2c1,14,5,-1,-1.1,4,-47,59,-3,-4
